# 14-3-3 PPI = modulators of human 14-3-3 gamma - Raf peptide interaction; inhibition, % at 40 µM; AID 422; P61981; actives 0.19% (n = 160,000); FP, 14-3-3gamma / TMR-pS259-Raf peptide binding; in the data active = inhibition above about 30%;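 also: 0% = protein plus tracer without compound and 100% = blank with tracer alone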
# Target sequence (P61981 whole entry, looked up): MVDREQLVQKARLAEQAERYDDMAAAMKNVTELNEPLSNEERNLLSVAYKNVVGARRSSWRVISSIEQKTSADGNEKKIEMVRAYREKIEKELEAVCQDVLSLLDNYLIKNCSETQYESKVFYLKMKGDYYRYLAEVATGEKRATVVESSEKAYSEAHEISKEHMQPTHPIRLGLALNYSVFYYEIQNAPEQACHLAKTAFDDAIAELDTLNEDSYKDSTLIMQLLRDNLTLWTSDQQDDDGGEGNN
# * = called active by the depositor; & = joins results of further samples.
canonical_smiles,14-3-3 PPI
COC(=O)c1ccc2c(=O)n(CCN3CCOCC3)c(SCc3ccc(OC(F)(F)F)cc3)nc2c1,2
O=C(O)c1c[nH]c2ccc(S(=O)(=O)N3CCOCC3)cc12,-6
COC(=O)c1nc2n(n1)C(c1ccc(OC)c(OC)c1OC)C1=C(CCCC1=O)N2 (centres undefined),-1&-4
Cc1ccc(-n2c(-c3cccc([N+](=O)[O-])c3)n[nH]c2=S)cc1C,7
CC(CCc1ccccc1)NC(=O)C1CCN(C(=O)c2sccc2-n2cccc2)CC1 (centres undefined),1
CCOC(=O)C1=CN(C(C)C)C=C(C(=O)OCC)C1c1ccc(OC)c(Br)c1,-4
CCOC(=O)N1CCN(C2=Nc3cccc4cccc2c34)CC1,-16
CC1(C)OC(=O)C(C(c2ccccc2)C(C#N)C(N)=O)=C(O)O1 (centres undefined),-3
COC(=O)C1=C(C)NC2=C(C(=O)c3ccccc32)C1c1cc(Cl)c(OC)c(OC)c1 (centres undefined),-50
O=C(Cn1cc2c(n1)CCCC2)NCCc1ccccc1,-6
CCn1c(NC(=O)C2CCCCC2)nc2ccccc21,2
CC(=O)Nc1c(-c2ccccc2)nc2ncccn12,-4
N#Cc1cnc(Nc2nc3ccccc3s2)nc1-c1ccc(Cl)cc1,2
COc1ccc(NC2OC(=O)c3ccccc32)cc1 (centres undefined),-2
N#CCCN(Cc1cccnc1)C(=O)Nc1ccc(Cl)c(Cl)c1,-3
NC1=NC(=O)C(CC(=O)NCCC(=O)O)S1 (centres undefined),-6
CC1CCCN(S(=O)(=O)c2ccc3[nH]c(=O)cc(C(=O)NCCCN4CCCCC4C)c3c2)C1 (centres undefined),-6
COc1ccc(NC(=O)CC2C(=O)N(c3ccc(F)cc3)C(=S)N2CCc2ccccc2F)cc1 (centres undefined),0
Cc1cccn2c(=O)c3cc(C(=O)N4CCCCC4C)sc3nc12 (centres undefined),6
CC(=O)C1=C(O)C(=O)N(c2ccc(S(N)(=O)=O)cc2)C1c1ccc(F)cc1 (centres undefined),1
O=C1NCCN1C(=O)c1ccco1,2
COc1ccc(N2CCn3c2nc2c3c(=O)n(CCN3CCOCC3)c(=O)n2C)cc1,-1
CCOC(=O)c1ccc(N2C(=O)C3ON(c4ccccc4C)C(c4ccccc4)C3C2=O)cc1 (centres undefined),-3
C=CCN(CC=C)S(=O)(=O)c1ccc(F)cc1,-8
CC1C2=C(CC(C)(C)CC2=O)NC2=C1C(=O)CC(C)(C)C2,-6
CC(=O)Nc1ccc2[nH]c3ccccc3c2c1,1&1
Cc1ccc2c(c1)C(=O)c1cc3ccccc3nc1-2,3
O=C(NC1(c2ccccc2)CC1)c1ccccc1,-2
CCOc1ccc2[nH]c3cc(N)ccc3c(=O)c2c1,-6
CCc1ccc(NS(=O)(=O)c2ccc3[nH]cc(C(=O)NCc4ccc(OC)cc4)c(=O)c3c2)cc1,-5
O=C(O)c1nccnc1C(=O)Nc1cc([N+](=O)[O-])ccc1O,-12
COc1cc(NC(=O)c2ccc(S(=O)(=O)N(C)C)cc2)cc(OC)c1OC,2&-3
O=S(=O)(Nc1ccc2c(c1)OCCO2)c1ccc(Br)s1,-7
Cc1cc(C)n2c(SCC(=O)N(C)C3CCS(=O)(=O)C3)nnc2n1 (centres undefined),4
O=C1CCCc2c1cc(C(=O)NCCCO)c(=O)n2-c1ccccc1,0
COc1ccc(S(=O)(=O)N(C)CC(=O)Nc2ccccc2C(F)(F)F)cc1OC,14
Cc1ccccc1Nc1nc(N)nc(CSCc2c(C)noc2C)n1,-11
CC1(C)Cc2c(sc3c2C2=NCCN2C=N3)CO1,-21
CC(C)c1ccc(NC2=NS(=O)(=O)c3cc([N+](=O)[O-])ccc32)cc1,4
COc1ccc2cc(C3(C)NC(=O)NC3=O)ccc2c1 (centres undefined),-7
OCCN(CCO)c1ncnc2c1cnn2-c1ccc(Cl)cc1,-10
Cc1[nH][nH]c(=O)c1C(c1ccccc1[N+](=O)[O-])C(C#N)C#N (centres undefined),-10
Cc1cc(C(=O)OCC(=O)Nc2ccc(S(=O)(=O)N3CCOCC3)cc2)c(C)o1,-1
Clc1ccc(Br)cc1-c1nc(-c2cccnc2)no1,-6
CCOc1cc(S(=O)(=O)NCCc2ccccc2C)c(OCC)cc1-n1cnnn1,-5
CCN(CC)C(=O)C1CCCN(c2ncnc3c2cnn3-c2cccc(C)c2)C1 (centres undefined),-3
CCOc1ccc(CCNC(=O)CN(C)S(=O)(=O)c2ccc3c(c2)CCC(=O)N3)cc1OCC,-10
CC(=O)c1ccc(C23CC4CC(CC(C4)C2)C3)cc1,7
CCc1nnc(NC(=O)c2ccc(COc3ccc(C)cc3)o2)s1,-7
COc1ccc(CNCCC(c2ccccc2)C2CCOC(C)(C)C2)cc1 (centres undefined),-1

# Remaining list, next part.
canonical_smiles,14-3-3 PPI
CCOc1ccc2[nH]c(=O)c(C(c3nnnn3Cc3ccco3)N3CCC(C)CC3)cc2c1 (centres undefined),-6
Cc1cccc(Cn2c(Sc3nc(C)cs3)nc3c2c(=O)[nH]c(=O)n3C)c1,-4
O=[N+]([O-])c1ccc(Cc2noc(-c3ccc([N+](=O)[O-])cc3)n2)cc1,-8
CC1=C(C(=O)OCc2ccccc2)C(c2ccc(C(C)C)cc2)N2C(=O)C(C)SC2=N1 (centres undefined),-31
CCC1(C)OC(=O)N2CCc3c(C)[nH]c4c(C)ccc(c34)C21C (centres undefined),-2
CCOC(=O)N1CCC(N2CC34C=CC(O3)C(C(=O)Nc3ccc(C(C)C)cc3)C4C2=O)CC1 (centres undefined),1
O=C(CCN1C(=O)C2C3C=CC(CC3)C2C1=O)Nc1ccc2c(c1)OCO2 (centres undefined),-9
Nc1nc(SCC(=O)N2CCc3ccccc3C2)[nH]c(=O)c1-c1ccccc1,-3
CC1(C)C2CCC1(C(=O)O)C(=O)C2 (centres undefined),1
CCOC(=O)CC(N)c1ccccc1F (centres undefined),-3
O=C(CSC1CC(=O)N(c2ccc(OC(F)(F)Cl)cc2)C1=O)Nc1ccc(Cl)cc1 (centres undefined),-7
Cc1ccc(NC(=O)c2cc3ccccc3oc2=O)cc1,-6
CCOC(=O)CSc1nc(-c2cccs2)nc2c1c(=O)n(C)c(=O)n2C,2&-3
Cc1cc(S(=O)(=O)NCc2ccco2)c(C)s1,0
O=C(CSc1nnc(COc2ccc(Cl)cc2)o1)Nc1nccs1,-1
CCOC(=O)N1CCN(C(=O)CCCn2c(=S)[nH]c3ccccc3c2=O)CC1,-13
COc1cc2c(cc1OC)C(C(=O)N1CCC(C(N)=O)CC1)C(c1ccc(SC)cc1)N(C)C2=O (centres undefined),3
Cc1ccc(CNC(=O)c2ccc(Cn3c(=O)c4ccccc4n(CC(N)=O)c3=O)cc2)cc1,-7
COC(=O)/C=c1/s/c(=C(/C#N)C(=O)N2CCOCC2)n(-c2ccccc2)c1=O,-5
COc1cc(NC(=O)CSc2cc(=O)n(C)c3ccccc23)cc(OC)c1OC,-9
COC(=O)c1c(NC(=O)c2ccc([N+](=O)[O-])cc2Cl)sc(C)c1C,-4
COc1ccc(C(=O)N2CC(=O)Nc3ccc(C)cc3C2c2ccccc2)c(OC)c1 (centres undefined),0
COCCCN1C(=S)NC2CC1(C)Oc1ccc(Cl)cc12 (centres undefined),2
CC1=C(C(=O)OCCc2ccccc2)C(c2cc([N+](=O)[O-])ccc2Cl)CC(=O)N1 (centres undefined),-2
Nc1nc(CC(=O)CSc2ccc(Cl)cc2)nc(Nc2ccc(F)cc2)n1,5
Cc1sc2ncn(CC(=O)N3CCC(C)CC3)c(=O)c2c1S(=O)(=O)N1CCCCC1,-8
O=C(CN(Cc1ccc2c(c1)OCO2)C(=O)CNS(=O)(=O)c1ccccc1)NCC1CCCO1 (centres undefined),8
NC(=O)c1sc(=S)n(-c2ccc(Br)cc2)c1N,-1
CC(=O)c1cccc(NC(=O)c2ccc(N3CC4CC(C3)c3cccc(=O)n3C4)c(NC(=O)c3ccc(F)cc3)c2)c1 (centres undefined),-5
O=C(Oc1cccnc1)c1ccc(Cl)cc1,3
Cc1cccc(C(=O)N2N=C(c3cccc(Br)c3)CC2(O)C(F)(F)F)c1 (centres undefined),-4
CCN(CC)c1cc(-c2ccccc2)nc(-c2ccc(Br)cc2)n1,-8
COc1ccccc1C(=O)N1CCN(C(=O)COc2ccc(Cl)cc2)CC1,0
O=C(O)CCSc1nnc(-c2ccncc2)n1-c1ccccc1,-6
Cc1ccc2c(ccn3cc4c(c(=O)n(C)c(=O)n4C)c23)c1,-6
O=C(Nc1nc(-c2ccc(Cl)s2)cs1)c1cccs1,-4
CCN(CC)C(=O)c1c[nH]c2ccc(S(=O)(=O)N3CCc4ccccc4C3)cc2c1=O,-31
Cc1ccc(C2OC3(C(=O)c4ccccc4C3=O)C3C(=O)N(c4ccccc4C(F)(F)F)C(=O)C23)cc1 (centres undefined),-6
COc1ccc(C2Nc3ccccc3C(=O)N2Cc2ccco2)cc1COc1ccc(NC(C)=O)cc1 (centres undefined),2
CCOC(=O)C(N)CSC1CC(=O)N(c2ccc(C(=O)OC)cc2)C1=O (centres undefined),-7
CCC(C)C(=O)N1c2ccccc2C(C)(c2ccccc2)CC1(C)C (centres undefined),-11
Cc1cc(=O)n2[nH]c(-c3ccc(F)cc3)cc2n1,-9
O=C1C(=O)N(Cc2cccc(Cl)c2)c2ccccc21,2
COc1ccc(Cl)cc1C(=O)N1CCC(Cc2ccccc2)CC1,-8
COc1ccc(CC(=O)N2CC(=O)Nc3ccc(Br)cc3C2c2ccccc2)cc1 (centres undefined),3
Cc1ccc(/C(O)=C2\C(=O)C(=O)N(c3cccnc3)C2c2cccc(O)c2)cc1 (centres undefined),2
CCOC(=O)c1nnn(-c2nonc2N)c1CNc1ccccc1,-8
Cc1ccc(OCC(O)CNS(=O)(=O)c2ccccc2C(=O)O)cc1 (centres undefined),4
Cc1cc(C)nc(Nc2n[nH]c(COc3ccc(Cl)cc3)n2)n1,0
O=C(CCS(=O)(=O)c1ccccc1)Nc1nc(-c2ccccn2)cs1,2

# New compounds follow.
canonical_smiles,14-3-3 PPI
O=S(=O)(c1ccc(S(=O)(=O)n2cnc3ccccc32)cc1)N1CCCCCC1,-6
Cn1c2c(c(=O)n(C)c1=O)C(NC(=O)C(C)(C)C)(C(F)(F)F)C(=O)N2 (centres undefined),4
CC1(C)CC(OC(=O)CC#N)CC(C)(C)N1,-6
CCCc1[nH]nc2c1C(c1ccc(OC)cc1OC)C(C#N)=C(N)O2 (centres undefined),-6
CCOC(=O)C1=C(C)NC(=O)NC1c1ccc2c(c1)OCO2 (centres undefined),-1
COc1ccc(-c2cnnn2-c2ccc(NC(=O)c3cccs3)cc2)cc1OC,-10
CCCN1Cc2cccc(C(=O)Nc3ccc(N4CCN(CC)CC4)cc3)c2C1=O,2&-21
COc1ccc2oc(=O)c(-c3csc(Nc4ccccc4Br)n3)cc2c1,-7
C=CCc1c(C)c2cc3c(-c4ccccc4)coc3cc2oc1=O,1
COc1ccc(Cl)cc1NC(=O)c1noc2c1CCCC2,2
C(=N\c1nc2ccccc2n1CCN1CCOCC1)/c1cccs1,-7
O=C(c1cc2c(s1)CCCC2)N1CCN(C(=O)C2CCCO2)CC1 (centres undefined),-6
O=C(Nc1nccs1)c1ccc(N2C(=O)C3CCCCC3C2=O)cc1 (centres undefined),-8
O=c1c2ccccc2sc2nc(C3CCCCC3)n(Cc3ccco3)c(=O)c12,-20
CC(C)(C)c1cc(CN(CCO)CCO)cc(C(C)(C)C)c1O,-2
Cc1ccc(-c2c(C(=O)Nc3cc(-c4nc5ncccc5o4)ccc3C)oc(=O)c3ccccc23)cc1,4
CC(=O)N1c2ccc(S(=O)(=O)Nc3cccc(C)c3)cc2CC1C (centres undefined),-1
COc1ccccc1N(C)S(=O)(=O)c1ccc(C(=O)OCC(=O)NCc2ccco2)cc1,-12
CNC(=O)Cn1ncc2c(C)n(Cc3ccc(C)cc3)c(C)c2c1=O,-2
COc1ccc(-n2nc(C(=O)Nc3ccc(C(F)(F)F)cc3)c3c4ccccc4n(C)c3c2=O)cc1,-3
Cc1ccc2cc3cc(C(=O)Nc4cccc(C(F)(F)F)c4)oc3nc2c1,0
O=C1c2ccccc2NC(c2ccc(F)cc2)N1c1ccccc1 (centres undefined),-10
Cc1ccc(-n2ncc3c(N4CCC5(CC4)OCCO5)ncnc32)c(C)c1,3
Cc1ccc(C(=O)Nc2cnc3ccccc3c2)cc1[N+](=O)[O-],15
COc1ccc2cc3cc(C(=O)NC4CCN(Cc5ccccc5)CC4)oc3nc2c1,5

# In the list so far, 11 contain two or more sulfur atoms:
canonical_smiles,14-3-3 PPI
O=S(=O)(Nc1ccc2c(c1)OCCO2)c1ccc(Br)s1,-7
Cc1cc(C)n2c(SCC(=O)N(C)C3CCS(=O)(=O)C3)nnc2n1 (centres undefined),4
Cc1cccc(Cn2c(Sc3nc(C)cs3)nc3c2c(=O)[nH]c(=O)n3C)c1,-4
CCOC(=O)CSc1nc(-c2cccs2)nc2c1c(=O)n(C)c(=O)n2C,2&-3
Cc1cc(S(=O)(=O)NCc2ccco2)c(C)s1,0
O=C(CSc1nnc(COc2ccc(Cl)cc2)o1)Nc1nccs1,-1
Cc1sc2ncn(CC(=O)N3CCC(C)CC3)c(=O)c2c1S(=O)(=O)N1CCCCC1,-8
NC(=O)c1sc(=S)n(-c2ccc(Br)cc2)c1N,-1
O=C(Nc1nc(-c2ccc(Cl)s2)cs1)c1cccs1,-4
O=C(CCS(=O)(=O)c1ccccc1)Nc1nc(-c2ccccn2)cs1,2
O=S(=O)(c1ccc(S(=O)(=O)n2cnc3ccccc32)cc1)N1CCCCCC1,-6

# Assay outcomes as filed in PubChem.

# Some of the compounds tested (hit frequency here may not be typical).
